Screening results deposited in PubChem BioAssay by National Center for Advancing Translational Sciences (NCATS).
GLP-1R inv ag: GLP-1 receptor (human) inverse agonism; P43220; HEK293 GLP-1R CRE-luciferase, luminescence, 24 h; GLP-1R form is constitutively active; Potency, µM (highest dose often 38.3 µM), inactives show at the highest dose activity change, negative = inhibition, most hits filed as inhibitors; 1.6% of 410,000 active; note: potency is the fitted concentration of half-maximal effect; % is set by controls: 0 for no effect and ±100 for the full control effect; nearly all actives have a fitted effect of over 55% in size
Target sequence (P43220 whole entry, looked up): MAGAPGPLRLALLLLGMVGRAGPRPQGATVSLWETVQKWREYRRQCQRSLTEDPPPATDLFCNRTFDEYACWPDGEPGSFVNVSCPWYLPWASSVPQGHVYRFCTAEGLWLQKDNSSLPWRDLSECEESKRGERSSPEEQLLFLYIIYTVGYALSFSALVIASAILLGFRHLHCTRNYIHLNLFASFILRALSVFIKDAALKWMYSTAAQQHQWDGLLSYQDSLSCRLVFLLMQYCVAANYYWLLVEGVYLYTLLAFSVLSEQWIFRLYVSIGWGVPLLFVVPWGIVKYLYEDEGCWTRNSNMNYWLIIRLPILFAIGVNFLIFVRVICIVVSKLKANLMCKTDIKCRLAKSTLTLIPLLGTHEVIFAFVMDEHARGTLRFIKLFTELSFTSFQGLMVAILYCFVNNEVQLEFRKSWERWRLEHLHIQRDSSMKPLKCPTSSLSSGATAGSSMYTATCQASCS
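Using stably transfected HEK293 (constitutively active GLP-1R, cAMP-luciferase reporter), compounds were incubated 24 hr and luciferase measured by luminescence.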
Akt phos inh: inhibitors of Akt phosphorylation; Neuro2A IGF-stimulated pAkt S473 HTRF, 20 min; stronger effect = lower value; activity change, % for hits at 50 µM; 0.32% of 360,000 active; in the data active = activity change below about -80%; inconclusive = mostly about -51% to -80%; note: % is set by controls: 0 for no effect and ±100 for the full control effect
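Neuro2A cells in DMEM with 0.5% FBS, overnight at 37 deg C, given compound at single 50 µM final, then IGF (6 nM final) for 20 min at 37 deg C. Lysed; phospho-Akt Ser473 by HTRF after 24 h, 665/615 ratio.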
PTHR1 agonist: activates the human parathyroid hormone receptor PTHR1; Q03431; HEK293 GP2 PTHR1 cells, GloSensor cAMP luminescence, 1 h; Potency, µM (titrated, usually from 115 µM), inactives show top-dose activation, usual class: activators; 0.075% of 410,000 active; AID 743266; note: potency is the fitted concentration of half-maximal effect; nearly all actives have a fitted effect of over 55% in size; some results filed as inactive show a strong effect at the top dose; inactives centre near -15; many of its hits are not listed in these tables
Target sequence (Q03431 whole entry, looked up): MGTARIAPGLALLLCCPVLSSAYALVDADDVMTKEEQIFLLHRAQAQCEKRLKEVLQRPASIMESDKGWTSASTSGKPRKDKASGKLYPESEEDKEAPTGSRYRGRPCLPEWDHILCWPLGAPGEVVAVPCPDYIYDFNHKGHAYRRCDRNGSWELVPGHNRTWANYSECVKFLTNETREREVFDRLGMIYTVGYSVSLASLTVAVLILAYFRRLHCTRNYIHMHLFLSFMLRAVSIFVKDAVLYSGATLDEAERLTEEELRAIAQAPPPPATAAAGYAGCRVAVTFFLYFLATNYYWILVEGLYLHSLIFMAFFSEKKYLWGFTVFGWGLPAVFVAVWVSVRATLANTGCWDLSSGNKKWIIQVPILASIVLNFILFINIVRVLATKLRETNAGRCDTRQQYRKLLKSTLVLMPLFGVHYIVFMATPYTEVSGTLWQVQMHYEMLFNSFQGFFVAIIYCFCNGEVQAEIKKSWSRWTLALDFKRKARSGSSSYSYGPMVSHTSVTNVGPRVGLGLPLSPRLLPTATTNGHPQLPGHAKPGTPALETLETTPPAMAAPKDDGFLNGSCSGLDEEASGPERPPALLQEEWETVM
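HEK-293-derived GP2 cells expressing PTHR1 and a GloSensor cAMP reporter, 3,000/well, plated overnight, given luciferin plus IBMX (each 0.5 mM as added) for 1 h at 37 °C, then compound for 1 h at 37 °C. Luminescence was read after 15 min at room temperature.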
TDP-43 yeast inh: rescues yeast growth from TDP-43 toxicity | TDP-43 expressing yeast growth rescue, BacTiter-Glo, 24 h | Potency, µM (highest dose often 46.1 µM), inactives show at the highest dose growth rescue (activation), hits mostly activators | 1.8% of 410,000 active; note: potency is the fitted concentration of half-maximal effect; % of control where 0% means no effect; nearly all actives have a fitted effect of over 50% in size
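Readout is BacTiter-Glo luminescence of cell growth, so inhibitors register as activators. TDP-43-expressing yeast at OD600=0.02 in galactose medium, after raffinose pregrowth to mid-log, were incubated with compound for 24 hr at 30 deg C.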
Mm-Cpn inhibitor: inhibitors of Methanococcus maripaludis chaperonin (MmCpn); purified Mm-Cpn ATPase, ADP Transcreener TR-FRET; Potency, µM (highest dose often 76.9 µM), without a hit: at the highest dose activity, negative = inhibition, usual class: inhibitors; 0.031% of 330,000 active; note: potency is the fitted concentration of half-maximal effect; % is set by controls: 0 for no effect and ±100 for the full control effect; nearly all actives have a fitted effect of over 80% in size
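Eu-cryptate anti-ADP/ADP-d2 competition gives a ratio inversely related to ADP. Enzyme at 25 nM was pre-exposed to compound for 10 min, then given 10 uM ATP for 30 min, 37°C throughout.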
Abeta yeast res: compounds reversing amyloid beta toxicity in yeast; yeast expressing A-beta42, growth rescue, OD600, 48 h; response scale: 0% DMSO, 100% iron-clioquinol control; Potency, µM (top dose mostly 46.1 µM), for inactives: at the top dose growth rescue, hits mostly activators; AID 1347071; 0.063% of 410,000 active; note: potency is the fitted concentration of half-maximal effect; nearly all actives have a fitted effect of over 55% in size
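Yeast A-beta toxicity model in growth medium with pinned compounds, 48 h at 30 C; growth read as absorbance at 600 nm. Normalized to FeCl3/clioquinol equimolar mix (positive) and DMSO (negative).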
GLP1R cytotox: cytotoxicity counter-screen for GLP-1 receptor inverse agonists; Potency, µM (top dose mostly 38.3 µM), inactives show top-dose activity change, negative = inhibition, actives largely listed as inhibitors; AID 624418; 0.13% of 410,000 active; HEK293 cAMP-luciferase reporter cells, luminescence, 24 h;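 note: loss of luciferase light is scored as toxicity; potency is the fitted concentration of half-maximal effect; % is set by controls: 0 for no effect and ±100 for the full control effect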
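Step one: seed cells (200 cells/uL, DMEM with 10% Nu serum, 1% pen-strep). Step two: 12-hour incubation at 37 deg C. Step three: pin 23 nL compound, incubate 24 hr. Step four: add luciferase reagent, read luminescence 12 min later.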
aSyn yeast inh: inhibitors of alpha-synuclein toxicity in yeast; Yeast expressing alpha-synuclein, growth rescue, BacTiter-Glo, 24 h; Potency, µM (doses to about 46.1 µM), without a hit: top-dose growth rescue (activation), actives largely listed as activators; 0.14% of 370,000 active; note: potency is the fitted concentration of half-maximal effect; % of control where 0% means no effect; nearly all actives have a fitted effect of over 65% in size
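Rescue of yeast growth: cells expressing toxic alpha-synuclein, induced in galactose at OD600 0.02, incubated with compound 24 h at 30 C. ATP luminescence quantified growth; inhibitors of toxicity appear as activators.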
FUS yeast rescue: FUS proteinopathy suppression in yeast; Potency, µM (highest dose often 76.6 µM), for the others: at the highest dose growth rescue (activation), most hits filed as activators; 0.24% of 390,000 active; AID 1347120; S. cerevisiae FUS-expressing, growth rescue, OD600, 24 h;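 note: potency is the fitted concentration of half-maximal effect; plate controls were DMSO vehicle for no effect and reference control for full effect; nearly all actives have a fitted effect of over 55% in size; some results filed as inactive show a strong effect at the top dose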
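Cultures pregrown in 2.5% raffinose medium are shifted to minimal medium containing 2% galactose to express toxic FUS. Compounds are tested at several concentrations. After 24hr at 30C, growth is quantified at 600 nm absorbance.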
Numbers without * were called inactive; i = inactive; u = inconclusive; x = no result given; [ ] = dose if it differs, or a comment. Unless noted, calls come from the whole dose curve; as a rule, active = well fitted curve in the direction sought with a large enough effect; inconclusive = small, poorly fitted or top-dose-only effect, or another doubt; inactive = no such curve, though single readings can be large; an effect the other way counts as inactive or inconclusive.

Sample of the layout (nine entries):
Letters: A = GLP-1R inv ag; B = Akt phos inh; C = PTHR1 agonist; D = TDP-43 yeast inh; E = Mm-Cpn inhibitor; F = Abeta yeast res; G = GLP1R cytotox; H = aSyn yeast inh; I = FUS yeast rescue
1	COc1cc(C(O)c2nc(-c3cncnc3)cs2)ccc1F (configuration not stated)
  A: 4%; B: i; C: i; D: u; E: x; F: -8%; G: 1%; H: 0%; I: -31%

2	CC(=O)NC(CC(=O)OCc1ccc([N+](=O)[O-])cc1)c1ccccc1 (configuration not stated)
  A: 3%; B: i; C: 0%; D: -12%; E: 0%; F: -6%; G: -5%; H: 1%; I: 22%

3	CC(=O)Nc1cccc(C(=O)NNC(=O)c2ccccc2-n2cccc2)c1
  A: 8%; B: i; C: -29%; D: 8%; E: 0%; F: 1%; G: -1%; H: -5%; I: 0%

4	O=c1[nH]c(=S)[nH]c2sc3c(c12)CCCCCC3
  A: 11%; B: i; C: -61%[inhibitor]; D: 2%; E: 0%; F: u; G: 9%; H: -1%; I: 31%

5	CCOC(=O)N1CCN(C(=O)COc2ccc(S(=O)(=O)NC3CCCCC3)cc2C)CC1
  A: 1%; B: i; C: -21%; D: 12%; E: 1%; F: 1%[9.22 µM]; G: 5%; H: 3%; I: -9%

6	CC(=O)c1cnc(Nc2cccc(C)c2)s1
  A: 45%[activator]; B: i; C: -18%; D: 16%; E: -3%; F: -10%; G: 12%; H: -13%; I: 19%

7	C=CCOC(=O)C1=C(C)N=C2SCCC(=O)N2C1c1ccc(OC(=O)c2ccco2)cc1 (configuration not stated)
  A: 1%; B: x; C: -33%[inhibitor]; D: 7%; E: -3%; F: 19%; G: -5%; H: x; I: 30%

8	COc1ccc(C2NC(=O)c3c(sc4c3CCN(C)C4)N2)cc1O (configuration not stated)
  A: -11%; B: x; C: i; D: u; E: x; F: -10%; G: 4%; H: x; I: -18%

9	CN=C1SC(CC(=O)Nc2ccc(F)cc2F)C(=O)N1/N=C/c1ccc(OC(F)F)c(OC)c1 (configuration not stated)
  A: 1%; B: i; C: -6%; D: -7%; E: 0%; F: 2%; G: 0%; H: 1%; I: -11%

Results, repeating the preview:
Letters: A = GLP-1R inv ag; B = Akt phos inh; C = PTHR1 agonist; D = TDP-43 yeast inh; E = Mm-Cpn inhibitor; F = Abeta yeast res; G = GLP1R cytotox; H = aSyn yeast inh; I = FUS yeast rescue
1	COc1cc(C(O)c2nc(-c3cncnc3)cs2)ccc1F (configuration not stated)
  A: 4%; B: i; C: i; D: u; E: x; F: -8%; G: 1%; H: 0%; I: -31%

2	CC(=O)NC(CC(=O)OCc1ccc([N+](=O)[O-])cc1)c1ccccc1 (configuration not stated)
  A: 3%; B: i; C: 0%; D: -12%; E: 0%; F: -6%; G: -5%; H: 1%; I: 22%

3	CC(=O)Nc1cccc(C(=O)NNC(=O)c2ccccc2-n2cccc2)c1
  A: 8%; B: i; C: -29%; D: 8%; E: 0%; F: 1%; G: -1%; H: -5%; I: 0%

4	O=c1[nH]c(=S)[nH]c2sc3c(c12)CCCCCC3
  A: 11%; B: i; C: -61%[inhibitor]; D: 2%; E: 0%; F: u; G: 9%; H: -1%; I: 31%

5	CCOC(=O)N1CCN(C(=O)COc2ccc(S(=O)(=O)NC3CCCCC3)cc2C)CC1
  A: 1%; B: i; C: -21%; D: 12%; E: 1%; F: 1%[9.22 µM]; G: 5%; H: 3%; I: -9%

6	CC(=O)c1cnc(Nc2cccc(C)c2)s1
  A: 45%[activator]; B: i; C: -18%; D: 16%; E: -3%; F: -10%; G: 12%; H: -13%; I: 19%

7	C=CCOC(=O)C1=C(C)N=C2SCCC(=O)N2C1c1ccc(OC(=O)c2ccco2)cc1 (configuration not stated)
  A: 1%; B: x; C: -33%[inhibitor]; D: 7%; E: -3%; F: 19%; G: -5%; H: x; I: 30%

8	COc1ccc(C2NC(=O)c3c(sc4c3CCN(C)C4)N2)cc1O (configuration not stated)
  A: -11%; B: x; C: i; D: u; E: x; F: -10%; G: 4%; H: x; I: -18%

9	CN=C1SC(CC(=O)Nc2ccc(F)cc2F)C(=O)N1/N=C/c1ccc(OC(F)F)c(OC)c1 (configuration not stated)
  A: 1%; B: i; C: -6%; D: -7%; E: 0%; F: 2%; G: 0%; H: 1%; I: -11%

10	O=C1CC(c2ccccc2)n2nc(N3C(=O)c4ccccc4C3=O)nc2N1 (configuration not stated)
  A: 0%; B: i; C: -5%; D: -5%; E: 1%; F: 4%[9.22 µM]; G: -13%; H: -4%; I: -31%

11	Cc1ccc(C2CC(=O)c3cnc(N4CCN(c5ccccc5)CC4)nc3C2)cc1 (configuration not stated)
  A: 2%; B: i; C: -11%[57.5 µM]; D: -4%; E: -2%; F: 15%; G: 1%; H: 0%; I: -3%

12	CCC1CCCCN1CCCNC(=O)CC1Oc2ccc(C)cc2NC1=O (configuration not stated)
  A: -16%; B: i; C: -6%; D: 15%; E: 0%; F: -1%; G: 3%; H: -3%; I: -13%

13	COC(=O)[C@H](CCSC)NC(=O)Cn1cnc2c(NCc3ccccc3)ncnc21
  A: 12%; B: i; C: -13%; D: 35%; E: -2%; F: 7%; G: -3%; H: -8%; I: -13%

14	CCOc1cc(C#N)ccc1OCC(=O)NNC(=O)CC1CCS(=O)(=O)C1 (configuration not stated)
  A: 17%; B: i; C: -9%; D: 3%; E: -1%; F: 22%; G: -2%; H: -3%; I: -11%

15	Cc1nc2ccccc2n1CC(=O)OCC(=O)N1CCC(C)CC1
  A: 2%; B: i; C: -16%; D: 14%; E: 0%; F: 8%; G: -8%; H: 3%; I: x

16	O=C(CN1C(=O)NC2(CCc3ccccc32)C1=O)NCC(=O)Nc1ccc(F)cc1 (configuration not stated)
  A: 9%; B: i; C: -1%; D: 9%; E: 0%; F: 14%; G: -2%; H: 1%; I: -17%

17	Cc1cc(C(=O)NCCCN(C)C)c2ccccc2n1
  A: -5%; B: i; C: i; D: 12%; E: -1%; F: -1%; G: -10%; H: 7%; I: -24%

18	CSCCC(NC(=O)c1ccccc1)C(=O)N/N=C(\C)c1ccccc1 (configuration not stated)
  A: 2%; B: i; C: i; D: 19%; E: 0%; F: -11%; G: -3%; H: 6%; I: x

19	COc1ccc(CCCc2n[nH]c(=S)o2)cc1
  A: 35%[activator]; B: i; C: i; D: x; E: -10%; F: u; G: -1%; H: 5%; I: 17%

20	COc1ccc(C(=O)CSc2nnc(-c3ccccn3)n2Cc2ccco2)cc1
  A: 0%; B: i; C: -3%[57.5 µM]; D: 8%; E: -1%; F: 8%; G: 3%; H: 15%; I: 19%

21	COC(=O)N1CCCCC1c1cc(C(=O)NCc2ccccc2)no1 (configuration not stated)
  A: 10%; B: i; C: -8%; D: -12%; E: x; F: -4%; G: 4%; H: -1%; I: 1%

22	CC(C)CC(C(=O)NC(C)(C)C)N(Cc1cccs1)C(=O)c1snc(C(N)=O)c1N (configuration not stated)
  A: -24%; B: i; C: i; D: 8%; E: -2%; F: 8%; G: 5%; H: 29%; I: 4%

23	Cc1nc(SCc2cccc(F)c2)[nH]c(=O)c1C#N
  A: 0%; B: i; C: i; D: -1%; E: 3%; F: 10%; G: -11%; H: -2%; I: 28%

24	COc1cccc(C2NC(=O)c3ccccc3O2)c1OC (configuration not stated)
  A: 13%; B: i; C: -21%[57.5 µM]; D: u; E: 3%; F: 13%; G: 6%; H: -1%; I: 21%

25	COCC1CCN(C(=O)C2CCC(=O)N(Cc3ccc(Cl)cc3)C2)CC1 (configuration not stated)
  A: 5%; B: i; C: i; D: -5%; E: 0%; F: 1%; G: 28%; H: -1%; I: 15%

26	Cc1ccccc1CC1(C)C(=O)Nc2ccc(S(=O)(=O)NC3CCCCC3)cc21 (configuration not stated)
  A: -10%; B: i; C: -29%; D: 26%; E: x; F: 9%; G: -15%; H: -2%; I: 19%

27	COc1ccc(CCNC(=O)COC(=O)c2ccc(Br)o2)cc1OC
  A: 8%; B: i; C: -6%; D: 1%; E: 0%; F: -6%; G: 4%; H: 2%; I: 14%

28	COc1cccc(CNC(=O)C2CCN(S(=O)(=O)c3ccc4c(c3)CCCN4C(C)=O)CC2)c1
  A: 12%; B: x; C: -9%; D: -10%; E: x; F: -11%; G: 5%; H: x; I: 29%

29	O=C(CSc1ccccc1)Nc1ccc(-c2nc3ccccc3[nH]2)cc1
  A: u; B: i; C: -8%; D: -6%; E: -7%; F: -4%; G: -33%; H: -19%; I: 4%

30	Cc1ccc(Cc2c(-c3ccc(F)cc3)nc3c(C)cc(Br)cn23)cc1
  A: -20%; B: i; C: -41%[inhibitor]; D: 22µM*; E: x; F: -21%; G: -13%; H: 3%; I: 34%

31	CCOC(=O)CNC(=O)CSc1ncccc1-c1nc2ccccc2[nH]1
  A: 9%; B: i; C: i; D: -5%; E: -1%; F: -16%; G: 5%; H: 1%; I: 0%

32	Cc1cc(C(=O)Nc2ccccc2)c(C)o1
  A: 21%; B: i; C: -15%; D: 20%; E: -1%; F: 0%; G: 4%; H: 4%; I: x

33	c1ccc2c(c1)nc(NCCN1CCOCC1)c1nncn12
  A: 5%; B: i; C: i; D: 19%; E: 0%; F: 1%; G: 0%; H: 1%; I: -27%

34	CCc1ccnc(NC(=O)NS(=O)(=O)c2ccc(C)cc2)c1
  A: 18%; B: i; C: -6%; D: 8%; E: 1%; F: -11%; G: -6%; H: -2%; I: -9%

Some of the compounds tested; rates above refer to the full screens.
